Screening results from PubChem.
MsrA act – bovine methionine sulfoxide reductase A activation; purified bovine MsrA, absorbance read-out; activation, % at 10.6 µM; 0.3% of 360,000 active; in the data active = activation above about 7.5%;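 also: 0% = vehicle and 100% = reference activator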
TbMetRS inhib – blocks T. brucei methionyl-tRNA synthetase activity; purified T. brucei MetRS, ATP depletion, Kinase-Glo luminescence; AID 624268; 0.4% of 360,000 active; inhibition, % at 11.9 µM;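 active = inhibition above a per-plate cutoff of the control wells' mean inhibition plus 3 SD, cut at about 5.5% in these data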;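 also: 0% = DMSO wells median and 100% = median of wells with control inhibitor compound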
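Test system: purified T. brucei MetRS enzyme. Also added: ATP, methionine and E. coli bulk tRNA substrates. Compound: 11.9 µM single point. Schedule: 15 min enzyme-compound preincubation, 2 h reaction, 10 min detection, 25 °C. Signal: luciferase luminescence of residual ATP, Kinase-Glo. Evaluation: percent inhibition versus plate control medians. Controls: DMSO wells, low control.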
MLLE-PAM2 inh – inhibitors of microRNA-mediated deadenylation, human PABP1 MLLE binding | P11940 | GST-MLLE / FITC-PAM2 fluorescence polarization | inhibition, % at 20 µM | 0.36% of 360,000 active | AID 588489; in the data active = inhibition above about 35%, passing the limit was not always enough;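 also: plate controls were DMSO wells with GST-MLLE for no effect and wells lacking GST-MLLE protein for full effect; some results filed as inactive read as strong as hits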
SKN-1 inh – blocks SKN-1 activity in C. elegans; inhibition, % at 21.8 µM; C. elegans VP596 Pgst-4::GFP/RFP ratio, acrylamide-induced, 24 h; AID 624304; 0.49% of 360,000 active;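 active = interference check ratio from 0.5 to 1.5 plus GFP to RFP signal ratio inhibition reaching or exceeding a fixed threshold, cut at about 30% in these data, passing the limit was not always enough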; also: some compounds called inactive have numbers as strong as hits
MT1-MMP act inh – inhibitors of human MT1-MMP activation; P50281; HT1080 RFP-PRO-GFP cells, GFP/RFP ratio fluorescence, overnight; percent of plate control window, DMSO zero; GFP/RFP ratio change, % at 20 µM; 0.061% of 360,000 active; AID 651647;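 active = GFP/RFP ratio change of at least 30% with cell ATP level not reduced by more than half and red fluorescence within 50% of control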; also: strong numbers were not always called active
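system = RFP-PRO-GFP reporter HT1080 cells | dosing = 20 µM single dose, 1% DMSO | timing = overnight cell settling, then overnight compound exposure, 37 °C, 5% CO2 | read-out basis = GFP/RFP fluorescence ratio | controls = DMSO and RFP-L50D-GFP cell wells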
MsrA inhibitor – inhibitors of bovine MsrA | inhibition, % at 15.5 µM | 0.75% of 360,000 active | purified bovine MsrA, absorbance read-out; in the data active = inhibition above about 4.5%;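 also: 0% = vehicle wells with enzyme and 100% = reference inhibitor wells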
CendR NRP1 mod – modulators of CendR peptide binding to human neuropilin-1 | inhibition, % at 25 µM | O14786 | 0.85% of 360,000 active | AID 602438 | FAM-RPARPAR peptide binding to NRP-1, fluorescence polarization;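 active = inhibition or corrected inhibition above about 18%, plus a signal ratio from 0.5 to 1.5, limit read from the data, passing the limit was not always enough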; also: strong numbers were not always called active
Target sequence (O14786 whole entry, looked up): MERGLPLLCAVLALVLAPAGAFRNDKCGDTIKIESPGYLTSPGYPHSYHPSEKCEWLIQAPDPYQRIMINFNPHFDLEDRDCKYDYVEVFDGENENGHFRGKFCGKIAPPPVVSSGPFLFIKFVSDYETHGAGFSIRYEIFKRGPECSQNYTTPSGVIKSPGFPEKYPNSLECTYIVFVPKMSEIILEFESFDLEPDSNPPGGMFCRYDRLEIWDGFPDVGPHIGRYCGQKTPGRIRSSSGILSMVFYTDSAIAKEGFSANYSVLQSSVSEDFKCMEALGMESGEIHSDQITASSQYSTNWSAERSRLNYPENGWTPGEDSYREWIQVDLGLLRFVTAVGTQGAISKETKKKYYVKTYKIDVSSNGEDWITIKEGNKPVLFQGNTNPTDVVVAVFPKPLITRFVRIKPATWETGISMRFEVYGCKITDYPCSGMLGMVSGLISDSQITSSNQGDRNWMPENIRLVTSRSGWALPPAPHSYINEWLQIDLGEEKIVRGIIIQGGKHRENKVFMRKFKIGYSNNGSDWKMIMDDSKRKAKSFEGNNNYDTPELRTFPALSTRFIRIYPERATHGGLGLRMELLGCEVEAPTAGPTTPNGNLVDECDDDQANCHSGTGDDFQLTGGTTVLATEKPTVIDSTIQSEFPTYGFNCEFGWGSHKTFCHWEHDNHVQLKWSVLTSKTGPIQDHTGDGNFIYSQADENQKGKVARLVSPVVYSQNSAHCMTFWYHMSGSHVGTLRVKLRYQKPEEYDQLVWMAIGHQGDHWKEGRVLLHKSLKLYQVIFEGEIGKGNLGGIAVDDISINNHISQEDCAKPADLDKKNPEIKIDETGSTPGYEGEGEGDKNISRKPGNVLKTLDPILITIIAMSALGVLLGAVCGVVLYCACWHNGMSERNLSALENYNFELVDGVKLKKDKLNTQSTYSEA
eLon inh – E. coli protease La inhibition; P0A9M0; purified E. coli Lon protease, fluorescence polarization; inhibition, % at 7.94 µM; 0.42% of 360,000 active; in the data active = inhibition above about 13%, passing the limit was not always enough;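 also: 0% = enzyme with probe and DMSO and 100% = no enzyme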
FAS TE block – blocks the thioesterase domain of human fatty acid synthase; P49327; recombinant FAS-TE, OMFH fluorogenic substrate, fluorescence endpoint; inhibition, % at 15 µM; 0.67% of 360,000 active; AID 602261;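 active = compounds whose normalised, plate-corrected inhibition of enzyme fluorescence in the single-dose primary screen is 50% or more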;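 also: 0% = DMSO with enzyme and 100% = substrate without enzyme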
Active calls of the source: *; . = no result given. Hits appear at their usual frequency; 4% or so of the library scored in one or more.

cpd	canonical_smiles	MsrA act	TbMetRS inhib	MLLE-PAM2 inh	SKN-1 inh	MT1-MMP act inh
1	Cc1c(NC(=O)CCN2C(=O)c3ccccc3C2=O)c(=O)n(-c2ccccc2)n1C	1	0.4	1	-4	4
2	CCN(CC)C(CNC(=O)CSc1nnnn1-c1c(C)cccc1C)c1ccco1 (stereo unspecified)	-5	-0.5	-22	10	0
3	CC1CC(C)CN(CCCNC(=O)CN2C(=O)CSc3ccc(S(=O)(=O)N4CCCCC4)cc32)C1 (stereo unspecified)	-1	-0.1	3	5	3
4	COc1c(Cl)cc(C(=O)Nc2cccnc2)cc1Cl	-1	0.1	10	15	-2
5	CCOC(=O)c1sc2nc(C)nc(SCC(N)=O)c2c1C	-4	-0.5	-19	2	3
6	O=C1OC(Nc2ncccn2)c2ccccc21 (stereo unspecified)	0	0.6	7	-44	3
7	COC(=O)c1ccc(C2C(C(=O)Nc3ccccc3C)=C(C)Nc3ncnn32)cc1 (stereo unspecified)	-5	-0.8	1	3	1
8	O=C(Nc1ccc2oc(-c3ccc(Cl)c(Cl)c3)nc2c1)c1ncn[nH]1	-2	0.4	0	8	-11

cpd	MsrA inhibitor	CendR NRP1 mod	eLon inh	FAS TE block
1	-0.2	9	-1	-3
2	0.8	-13	-8	-4
3	1.0	-3	0	-4
4	0.5	2	-1	1
5	0.3	-17	-7	-8
6	-0.3	9	-1	-6
7	-0.2	4	-6	-7
8	0.8	-7	-1	-27

The list goes on.
cpd	canonical_smiles	MsrA act	TbMetRS inhib	MLLE-PAM2 inh	SKN-1 inh	MT1-MMP act inh
9	COc1cc(CNCCNC(=O)c2cccs2)cc(OC)c1OC	-4	-0.2	7	5	3
10	COc1ccc(-c2cc3nc(C)c(CCC(=O)N4CCN(c5ccccn5)CC4)c(C)n3n2)c(OC)c1	-4	0.0	-8	9	1
11	COc1cccc(NC(=O)Nc2ccncc2)c1	-4	-0.2	6	9	1
12	CCOC(=O)c1cn2nc(Oc3cccc(C(F)(F)F)c3)ccc2n1	-10	-1.4	-3	-5	-2
13	Cc1ccc(S(=O)(=O)N2C[C@@H]3[C@H]4CC[C@H](C4)[C@@H]3[C@@H](C)[C@H]2c2ccco2)cc1	0	0.5	-11	4	-8
14	Cc1cccc(C(O)c2ncc(-c3ccccc3Cl)[nH]2)c1C (stereo unspecified)	0	-0.1	-14	8	-2
15	CC(C)c1cc(C(=O)N2CCCC(Nc3ccc(F)cc3)C2)n[nH]1 (stereo unspecified)	-6	-0.4	5	8	-2
16	COc1ccc2c(c1)C(=O)C1NC(=O)NC(=O)C1(Br)N2 (stereo unspecified)	-4	-0.2	8	-2	2

cpd	MsrA inhibitor	CendR NRP1 mod	eLon inh	FAS TE block
9	-0.6	2	-2	-4
10	1.4	9	3	15
11	0.6	-1	4	-5
12	-1.1	22	5	2
13	-1.6	3	-6	11
14	0.6	5	-5	-2
15	0.4	0	1	-2
16	0.0	11	-8	-6

Results in CendR NRP1 mod (2 entries from above):
item	Structure	CendR NRP1 mod
9	COc1cc(CNCCNC(=O)c2cccs2)cc(OC)c1OC	2
13	Cc1ccc(S(=O)(=O)N2C[C@@H]3[C@H]4CC[C@H](C4)[C@@H]3[C@@H](C)[C@H]2c2ccco2)cc1	3

Following part:
cpd	canonical_smiles	MsrA act	TbMetRS inhib	MLLE-PAM2 inh	SKN-1 inh	MT1-MMP act inh
17	CCCC(=O)N(Cc1cccnc1)c1nc2c(OC)ccc(Cl)c2s1	-3	-0.3	17	13	-1
18	O=C(Oc1c(Cl)cc(Cl)c2cccnc12)c1ccco1	-5	0.0	12	7	4
19	Cc1ccc(NC(=S)NNC(C)(C)C)cc1	-4	-0.9	-15	-24	-2
20	O=C1CC(=C2c3ccccc3-c3ccccc32)C(=O)N1CCN1CCN(c2ccccc2)CC1	-4	0.1	13	12	5
21	CCOc1ccccc1NC(=O)c1cnccn1	-5	-0.2	-10	-18	-1
22	CCOC(=O)c1c(C)[nH]c(C(=O)OCC(=O)NCc2ccc(C)cc2)c1C	-10	-0.4	-13	-4	0
23	c1ccc(C2=Nn3c(nnc3-c3cc(-c4ccccc4)n[nH]3)SC2)cc1	-2	-0.9	-112	-11	6
24	NNC(=O)CN1C(=O)Nc2ccc(Cl)cc2C1c1ccccc1 (stereo unspecified)	-1	0.8	-14	3	-1

cpd	MsrA inhibitor	CendR NRP1 mod	eLon inh	FAS TE block
17	-0.8	2	3	19
18	0.4	-10	-6	6
19	-1.6	-1	9	-4
20	1.7	-11	-3	20
21	1.1	7	-11	0
22	1.6	-9	-2	-10
23	0.7	0	2	2
24	-1.4	-3	8	-5

Next part
cpd	canonical_smiles	MsrA act	TbMetRS inhib	MLLE-PAM2 inh	SKN-1 inh	MT1-MMP act inh
25	Cc1ccc(SC[C@H](Cc2ccccc2)N2CCN(CCc3ccccc3)CCC2=O)cc1	-9	-0.5	-4	-16	1
26	CC(C)(C)c1ccc(C(=O)NC(Cc2ccccc2)C(=O)O)cc1 (stereo unspecified)	-1	-0.2	0	1	5
27	Cc1ccc(S(=O)(=O)NCC(=O)OCCOc2ccccc2F)cc1	-3	0.1	2	10	0
28	Cc1cc(N(C)/N=C/c2ccccc2)nc(-c2ccccc2O)n1	-2	-0.3	4	-6	1
29	Cc1cc(=O)oc2c(CN(C)Cc3ccccc3)c(O)ccc12	-3	0.0	9	1	5
30	Cc1c(NS(=O)(=O)c2cccc3nsnc23)c(=O)n(-c2ccccc2)n1C	-1	0.1	11	10	1
31	O=C(CSc1nnc(-c2ccco2)o1)Nc1ccccc1Cl	-4	-0.2	-14	7	-2
32	CNC[C@H]1Oc2cc(Br)ccc2S(=O)(=O)N([C@H](C)CO)C[C@H]1C	-4	-0.2	-2	5	1

cpd	MsrA inhibitor	CendR NRP1 mod	eLon inh	FAS TE block
25	-1.4	-5	2	13
26	-0.1	10	7	-1
27	-0.2	-2	-5	3
28	-0.6	2	-5	22
29	2.9	-7	-4	0
30	-0.1	4	11	-7
31	-0.3	12	2	-9
32	-1.0	0	-9	-5

Grouped by structure, the compounds so far with fluorine.
cpd	canonical_smiles	MsrA act	TbMetRS inhib	MLLE-PAM2 inh	SKN-1 inh	MT1-MMP act inh
12	CCOC(=O)c1cn2nc(Oc3cccc(C(F)(F)F)c3)ccc2n1	-10	-1.4	-3	-5	-2
15	CC(C)c1cc(C(=O)N2CCCC(Nc3ccc(F)cc3)C2)n[nH]1 (stereo unspecified)	-6	-0.4	5	8	-2
27	Cc1ccc(S(=O)(=O)NCC(=O)OCCOc2ccccc2F)cc1	-3	0.1	2	10	0

cpd	MsrA inhibitor	CendR NRP1 mod	eLon inh	FAS TE block
12	-1.1	22	5	2
15	0.4	0	1	-2
27	-0.2	-2	-5	3

Next section
cpd	canonical_smiles	MsrA act	TbMetRS inhib	MLLE-PAM2 inh	SKN-1 inh	MT1-MMP act inh
33	COc1cc(/C=C2/SC(=S)N(CCC(=O)N3CCN(C)CC3)C2=O)cc(OC)c1OC	-2	-0.1	8	-14	10
34	O=C(CN1C(=O)c2ccccc2C1=O)N1CCN(c2ccccn2)CC1	-8	-1.0	5	-2	0
35	CC(C)C(NC(=O)c1ccc([N+](=O)[O-])cc1Cl)C(=O)N1CCCC1 (stereo unspecified)	-9	-0.9	8	5	-1
36	COc1ccc(CCC(=O)NNC(=O)c2cccs2)cc1	-3	-0.2	11	-9	-2
37	O=C(c1cccs1)N1CCc2ccccc21	-1	0.0	-12	7	3
38	CCOC(=O)c1ccccc1NC(=O)c1cccnc1	-1	0.3	-6	13	2
39	COc1ccccc1NC(=O)CC(NCCN(C)C)C(=O)O (stereo unspecified)	-12	-0.7	4	4	3
40	CCOc1cc(-c2noc(CCCC(=O)NC3CCCCC3)n2)ccc1OC	-2	0.1	-2	1	4

cpd	MsrA inhibitor	CendR NRP1 mod	eLon inh	FAS TE block
33	-0.6	-7	0	-6
34	-0.2	-3	11	-10
35	0.2	10	6	-1
36	1.0	11	-5	-6
37	-1.0	1	-7	-5
38	0.2	13	1	-1
39	-0.8	-5	-1	-9
40	1.2	0	1	-1

(continued)
cpd	canonical_smiles	MsrA act	TbMetRS inhib	MLLE-PAM2 inh	SKN-1 inh	MT1-MMP act inh
41	CC(C)CN1CCC(C(=O)N2CCN(c3ccccc3F)CC2)CC1	-3	-0.8	3	5	-3
42	CCOC(=O)c1cc(=O)n2c(nc3ccccc32)[nH]1	-3	-0.2	-25	0	4
43	Cn1c(SCc2nc(-c3cccs3)no2)nnc1C1CCCCC1	1	0.1	-3	-1	0
44	COc1cc(C(CC(=O)Nc2ccccn2)N2Cc3ccccc3C2=O)cc(OC)c1OC (stereo unspecified)	-5	-0.3	-2	-8	-2
45	O=C(COC(=O)CSCC(=O)N1CCCCC1)NCc1ccc(F)cc1	-1	0.8	17	3	-5
46	Cc1nc(SCC(=O)Nc2ccc(Cl)cc2[N+](=O)[O-])nc(C)c1C	-8	0.0	21	-9	4
47	C=C(C)c1cccc(C(C)(C)NC(=O)N2CCC(C)CC2)c1	-12	-1.2	6	-11	-2
48	Cc1c(C#N)c(N=CN(C)C)c(C(=O)c2ccccc2)n1-c1ccc(Br)cc1	-9	-0.9	2	3	0

cpd	MsrA inhibitor	CendR NRP1 mod	eLon inh	FAS TE block
41	0.0	4	3	-7
42	1.3	-5	10	-7
43	-0.3	-6	6	-2
44	-0.8	6	8	1
45	0.8	5	5	-8
46	0.0	5	9	16
47	-1.6	8	-2	-6
48	5.3*	-2	-4	6

Later entries
cpd	canonical_smiles	MsrA act	TbMetRS inhib	MLLE-PAM2 inh	SKN-1 inh	MT1-MMP act inh
49	CCOC(=O)C1C(=O)CC(C)(O)C(C(=O)OCC)C1c1ccc(SC)cc1 (stereo unspecified)	-10	-0.6	-3	2	.
50	Cc1ccc(-c2nnc(Nc3ccc(CC(N)=O)cc3)c3ccccc23)cc1	-1	0.2	7	11	9
51	C#CC(c1ccccc1)(c1ccccc1)n1ccnc1	-2	-0.1	19	14	2
52	COc1cc(OC)c(NS(=O)(=O)c2cc(C(=O)NCCCN3CCOCC3)ccc2C)cc1Cl	1	-0.2	24	2	-3
53	CC(=O)NC(Cc1c[nH]c2ccccc12)C(=O)OCC(=O)N1CCN(S(=O)(=O)c2ccc(Cl)cc2)CC1 (stereo unspecified)	-2	-0.3	6	-4	7
54	CC(=O)Cc1nsc(NC(=O)c2ccc(COc3ccccc3)o2)n1	-11	-0.4	10	-10	2
55	C=CCNC(=O)c1cc(-c2ccc(Br)cc2)on1	-2	-0.4	-3	8	-1
56	CCCCN1C(=O)C(CC(=O)NC2CC2)CC(C(=O)N2CCOCC2)=C1C (stereo unspecified)	-3	-0.6	-1	9	-1
57	CCOc1ccc2[nH]c(=O)c(CN(CCO)Cc3nnnn3CCc3ccccc3)cc2c1	-3	-0.7	14	-3	0
58	CC1=C(C(=O)OC(C)C)C(c2ccccc2)NC(=O)N1C (stereo unspecified)	-2	-0.4	2	10	1
59	CC(C)=CC(=O)O[C@@H]1Cc2c(ccc3ccc(=O)oc23)OC1(C)C	-2	-0.3	-8	20	1

cpd	MsrA inhibitor	CendR NRP1 mod	eLon inh	FAS TE block
49	1.0	-2	2	-11
50	3.5	-6	-4	4
51	1.4	-8	3	-2
52	0.1	-7	-7	3
53	2.2	8	-5	4
54	1.0	-3	-3	-8
55	0.1	-4	-7	-4
56	-0.6	-17	5	-8
57	1.0	-7	-4	-5
58	-1.6	7	-3	-4
59	4.0	-6	-10	10
